# bIAP inh: blocks bovine intestinal alkaline phosphatase activity; purified bovine IAP, CDP-star luminescence, 30 min; inhibition, % at 20 µM; 190,000 tested, under 10 active; AID 1019;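 active = over 50% inhibition of intestinal alkaline phosphatase at 20 µM in the single-dose screen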
#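 System: purified bovine intestinal alkaline phosphatase (IAP) enzyme; Input: IAP diluted 1/65,000,000 in the well; Measured by: CDP-star luminescence signal; Compound dosing: 20 µM single dose; Incubation: 30 min reaction at room temperature.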
# Redox H2O2 prof: compounds producing H2O2 with reducing agent – biochemical, NIH compound library profiling, artefact control for MLSCN library redox annotation, primary screen. DTT-dependent redox cycling H2O2, phenol red/HRP absorbance; 100% = 100 µM peroxide control, 0% = buffer. activation, % at 10 µM. 0.03% of 200,000 active. AID 878;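 active = activation of at least 50% relative to the plate's high and low controls in the primary single-dose screen; inactive = activation below 50%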;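 note: compound incubated with DTT at 0.8 mM final as the reducing agent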
# ROMK primary: modulates human ROMK potassium channel activity; P48048; Tet-inducible ROMK, thallium flux fluorescence; actives lie on both sides; B-score at 10 µM; 2% of 130,000 active;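 active = signal ratio slope over the read window, or its plate-corrected B-score, at least 3 SD from the plate mean, either direction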;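 note: B-score of the F/F0 ratio slope over 7 to 12 s after thallium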
# Target sequence (P48048 whole entry, looked up): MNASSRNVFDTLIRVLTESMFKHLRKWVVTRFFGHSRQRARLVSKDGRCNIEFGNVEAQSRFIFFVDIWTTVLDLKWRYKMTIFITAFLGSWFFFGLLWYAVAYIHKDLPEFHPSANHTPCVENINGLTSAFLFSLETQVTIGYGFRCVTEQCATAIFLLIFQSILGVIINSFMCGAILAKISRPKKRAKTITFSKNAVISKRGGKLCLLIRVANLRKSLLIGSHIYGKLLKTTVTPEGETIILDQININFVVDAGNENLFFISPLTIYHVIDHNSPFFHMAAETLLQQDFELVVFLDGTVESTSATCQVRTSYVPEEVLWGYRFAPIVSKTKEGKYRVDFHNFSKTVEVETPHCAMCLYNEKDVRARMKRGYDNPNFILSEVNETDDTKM
# S1P3 antag: blocks the human S1P3 receptor; Q99500; CHO S1P3 NFAT-BLA reporter, FRET fluorescence, antagonist mode; inhibition, % at 4.98 µM; 0.27% of 170,000 active;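 active = inhibition above the plate cutoff, the mean inhibition of test wells on that plate plus 3 SD, cut at about 28% in these data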;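 note: cells challenged with S1P at its EC80 of 0.8 µM; blue over green emission ratio from cleaved BLA substrate after 4 h stimulation; 0% = S1P-stimulated wells and 100% = unstimulated DMSO-only wells; some compounds past the cut are filed as inactive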
# Target sequence (Q99500 whole entry, looked up): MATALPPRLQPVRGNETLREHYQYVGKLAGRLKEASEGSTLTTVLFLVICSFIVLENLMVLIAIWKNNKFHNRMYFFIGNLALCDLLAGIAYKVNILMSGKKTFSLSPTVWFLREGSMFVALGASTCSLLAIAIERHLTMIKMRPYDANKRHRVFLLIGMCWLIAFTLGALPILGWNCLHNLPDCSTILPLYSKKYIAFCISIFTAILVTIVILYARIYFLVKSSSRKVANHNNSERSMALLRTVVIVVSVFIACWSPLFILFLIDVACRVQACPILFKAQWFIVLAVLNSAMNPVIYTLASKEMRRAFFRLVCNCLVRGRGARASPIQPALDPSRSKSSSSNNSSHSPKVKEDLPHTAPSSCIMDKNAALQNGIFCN
# bIAP activator: increases bovine intestinal alkaline phosphatase activity. purified bovine IAP, CDP-star luminescence, 30 min; active compounds read high; fold of DMSO-control signal, blank-subtracted. AID 1016. activation factor at 20 µM. 0.17% of 200,000 active;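 active = activation factor of 2 or more at 20 µM, a signal rise over negative controls twice the positive control's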
# TLR4 MyD88 comp: inhibitors of human TLR4-MyD88 binding; AID 861; HeLa CL3-4 TLR4/MyD88 BLA complementation, FRET ratio; 0.18% of 200,000 active; O00206+Q99836; inhibition, % at 8.4 µM; in the data active = inhibition above about 25%;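 note: 0% = vehicle and 100% = reference inhibitor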
# L major viab: inhibitors of Leishmania major promastigote growth; 9% of 200,000 active; Leishmania major promastigotes, resazurin fluorescence viability; inhibition, % at 10 µM; AID 1063; in the data active = inhibition above about 50%;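 note: promastigotes grown with compound for 44 hours at 28 °C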
# PPARg SRC2 recr: agonists of SRC-2 recruitment by human PPARgamma; PPARgamma LBD-SRC-2 recruitment, biochemical; activation, % at 8 µM; 0.34% of 200,000 active; in the data active = activation above about 22%;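 note: 0% = vehicle and 100% = reference agonist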
# TR-FRET SRC-2 ct: counter-screen for PPARgamma SRC-2 recruitment agonists: TR-FRET artefact; active compounds read high; TR-FRET ratio at 8 µM; 0.4% of 200,000 active; in the data active = TR-FRET ratio above about 2000; note: inactives centre near 1500; reference of the scale not given here
# PPARg SRC-1 ag: promotes SRC-1 coactivator recruitment by human PPARgamma; activation, % at 8 µM; PPARgamma-SRC-1 coactivator recruitment biochemical assay; 0.41% of 200,000 active; in the data active = activation above about 19%;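 note: 0% = DMSO and 100% = reference agonist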
# PPARg SRC-3 ag: agonists of human PPARgamma SRC-3 coactivator recruitment; 0.26% of 200,000 active; P37231; biochemical PPARgamma/SRC-3 coactivator recruitment assay; activation, % at 8 µM; in the data active = activation above about 23%;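 note: 0% = DMSO and 100% = reference agonist; some compounds past the cut are filed as inactive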
# Numbers without * were called inactive; / = no result given.
SMILES,bIAP inh,Redox H2O2 prof,ROMK primary,S1P3 antag,bIAP activator,TLR4 MyD88 comp,L major viab,PPARg SRC2 recr,TR-FRET SRC-2 ct,PPARg SRC-1 ag,PPARg SRC-3 ag
N#CC1=C(N)Oc2c(oc(CO)cc2=O)C12C(=O)Nc1ccc(Cl)cc12 (stereo not drawn),31,-2.1,/,-2,0.7,12,-10,4,1370,-1,-7
c1ccc(CN2CCN(c3nc(-c4ccccc4)nc4ccccc34)CC2)cc1,-9,-1.4,/,/,1.1,-6,68*,7,1606,4,8
CCNC(=S)N(Cc1ccccc1)Cc1nc2ccccc2c(=O)[nH]1,0,-0.4,-0.054,-17,1,-4,17,-4,1504,-3,-3
CC(C)Sc1nc(N2CCCC2)c2c(c1C#N)CC(C)(C)OC2,4,1.3,-1,/,1,-2,5,-2,1660,1,2
O=C(Nc1ccc(Cl)c(Cl)c1)N1CC=CCC1,18,-0.4,-0.36,0,0.8,-8,85*,4,1726,10,2
Cc1cc(C)cc(NC(=O)C2CCCN(c3nccc(C)n3)C2)c1 (stereo not drawn),-4,1.9,/,23,1,9,6,-4,1428,-9,-7
Cc1ccccc1N1CCN(C(=O)c2ccccc2NC(=O)/C=C\C(=O)O)CC1,10,1.9,/,/,0.9,-4,-5,-7,1563,2,-2
CCN(N=Nc1cccc([N+](=O)[O-])c1)c1cccc([N+](=O)[O-])c1,/,0.1,-0.46,/,0.5,-14,-4,4,1468,-4,9
O=C(O)CCN=Cc1c(O)c2ccccc2oc1=O,-7,-0.2,-0.38,-10,1.1,7,1,0,1479,3,0
S=C(NN=C1CCN(Cc2ccccc2)CC1)NC1CCCCC1,2,0.0,-1.4,-14,1,-8,-5,5,1601,-2,2
Cc1cccc(Oc2ncnc(N)c2[N+](=O)[O-])c1C,6,0.3,/,9,0.9,-1,-4,-4,1499,-2,0
CCOC(=O)C1=C(CSc2nc(-c3ccncc3)ccc2C#N)OC(N)=C(C#N)C1c1ccc(OC)cc1 (stereo not drawn),9,0.5,-0.73,/,0.9,-4,13,6,1331,2,-6
Cc1ccc(C2=CC(C)(c3ccc(C)cc3)Nc3nc(C(F)(F)F)nn32)cc1 (stereo not drawn),10,0.3,/,-10,0.9,-6,39,-5,1446,4,0
COc1ccc(NC(=O)CSc2[nH]c(=O)cc(C)c2C#N)cc1OC,6,-1.2,/,6,0.9,-14,-12,7,1678,-3,5
Cc1ccc(C)c(NC(=O)CCC(=O)N/N=C/c2ccc[nH]2)c1,8,-3.6,0.47,/,0.9,8,-5,4,1307,-1,-4
COc1ccc(O)c(C(=O)c2cnn(-c3ccccn3)c2)c1,8,-0.3,-0.17,-4,0.9,9,15,-1,1563,0,1
CN(C)CC1CCCCC1OC(=O)c1ccc(Cl)cc1Cl (stereo not drawn),10,-0.2,-1.4,-1,0.9,2,2,1,1612,5,6
C[C@H](NC(=O)Nc1ccccc1F)C(=O)O,5,0.6,/,-10,0.9,-6,-7,6,1668,0,1
CC(C)CSc1nc2ccccc2n1CC(=O)O,-20,-0.3,-0.1,-18,1.2,15,-3,0,1709,-2,3
CCc1n[nH]c2c1/C(=N\O)CC(C)(C)C2,5,-2.5,0.28,17,0.9,8,-1,3,1705,3,7
CCOC(=O)/C(C#N)=C1/C=CN(c2ccccc2)C=N1,4,-0.7,/,/,1,-13,6,5,1433,-3,-5
CCN(CC)C(=S)SCC(=O)Nc1cccc(C(F)(F)F)c1,/,-4.2,/,/,/,-11,6,-1,1492,-1,-2
O=C(Nc1ccccc1N1CCOCC1)c1ccc2c(c1)C(=O)N(Cc1ccncc1)C2=O,7,1.4,/,-2,0.9,2,-4,4,1397,4,4
COc1ccc(NC(=O)c2ccc([N+](=O)[O-])cc2[N+](=O)[O-])c(OC)c1,-8,0.0,0.35,4,1.1,2,6,-5,1730,2,-2
O=C(COc1ccc(F)cc1)Nc1nccs1,10,-0.7,/,-17,0.9,-13,-5,1,1476,-6,2
CCOC(=O)C(NC(=O)Nc1ncccn1)(Oc1ccccc1)C(F)(F)F (stereo not drawn),5,-4.0,/,-10,1,4,-3,1,1538,2,6
CCOC(=O)c1nc(C)n(-c2ccc(Cl)cc2Cl)n1,1,1.7,/,/,1,-2,-3,6,1598,3,17
Nn1c(COc2ccc(Cl)cc2)n[nH]c1=S,10,-1.8,-0.15,-9,0.9,2,-6,5,1536,7,2
Cc1nc(N)sc1-c1csc(Nc2ncccn2)n1,-2,-1.7,1.5,-21,1,20,4,5,1560,3,4
NS(=O)(=O)c1ccc(CCNC(=O)/C=C/c2ccccc2[N+](=O)[O-])cc1,8,-0.5,-0.95,10,0.9,-17,-4,0,1595,4,2
CC1C2CC(C/C2=N/NC(=O)c2cccs2)C1(C)C (stereo not drawn),6,-0.1,-1.4,2,0.9,2,95*,-3,1475,-6,-3
COc1cc(NC(=O)c2cc(C(C)C)on2)cc(OC)c1OC,4,-0.6,/,8,1,-10,-7,8,1649,0,5
CCn1nc(C)c(CN2CCN(Cc3ccsc3)C(CCO)C2)c1C (stereo not drawn),9,0.1,-0.17,11,0.9,1,-7,0,1439,-3,2
O=C(/C=C/Nc1cccc([N+](=O)[O-])c1)c1cccs1,18,0.5,/,/,0.8,-12,1,14,1543,3,3
COc1ccccc1/C=N/NC(=O)c1ccccc1NS(=O)(=O)c1ccc(C)cc1,-55,-0.4,0.28,-20,1.6,3,-6,-2,1577,1,4
O=C(/C=C/c1ccco1)NC1CCCC1,4,-0.2,-0.17,-1,1,7,-4,6,1521,4,2
Cc1ccccc1C1=N/C(=C/c2cccnc2)C(=O)O1,1,-0.8,-0.0041,-2,1,-13,1,-1,1722,13,6
COc1ccccc1NC(=O)Cn1c(=O)n(CCc2c[nH]c3ccccc23)c(=O)c2cccnc21,9,1.1,0.067,11,0.9,-1,65*,2,1569,-5,-2
N/C(=N\OC(=O)Cc1cccc2ccccc12)c1ccccn1,4,0.1,0.32,/,1,6,10,9,1524,7,-5
COC(=O)c1ccc(/C=N/NC(=O)c2cccc(F)c2)cc1,3,-3.5,/,/,1,-10,-3,-1,1522,-1,-10
CS(=O)(=O)N1CCN(c2ccc(NC(=S)NC(=O)c3ccc4c(c3)OCO4)cc2)CC1,-2,-2.5,0.084,-7,1,-8,-8,-5,1385,-3,-1
C=CCSc1nnc(Cc2cc(=O)[nH]c(=O)[nH]2)n1-c1cc(C)ccc1C,6,1.8,/,-46,0.9,12,2,-6,1512,2,2
O=C(CNC(=O)c1cccs1)NCCN1CCN(Cc2ccccc2)CC1,2,-0.1,-0.11,-39,1,0,-3,-3,1478,3,-13
COCCCn1c(SCc2nc3ccccc3c(=O)[nH]2)nc2ccccc2c1=O,10,0.1,0.38,/,0.9,4,8,4,1564,6,10
CCN(CC(=O)NC(=O)NC1CCCCC1)Cc1nc2ccccc2c(=O)[nH]1,-45,0.4,0.077,/,1.4,-1,-2,13,1420,-6,6
NC(=O)NC(=O)COC(=O)c1ccc(OC(F)(F)F)cc1,3,1.8,0.71,-24,1,-13,-2,-2,1633,-2,0
C=CCn1cc(C(=O)NCc2ccco2)c(=O)c2cc(S(=O)(=O)N3CCCCCC3)ccc21,-3,1.3,-1.7,10,1,13,35,-2,1483,4,3
Cc1ccc(Cl)cc1-c1ccc(C=Nc2ccc(N3CCOCC3)cc2)o1,-2,0.0,/,-6,1,15,42,37*,2256*,33*,27*

# Complete entries as entered above.
# Entry for O=C(CNC(=O)c1cccs1)NCCN1CCN(Cc2ccccc2)CC1 → bIAP inh: 2; Redox H2O2 prof: -0.1; ROMK primary: -0.11; S1P3 antag: -39; bIAP activator: 1; TLR4 MyD88 comp: 0; L major viab: -3; PPARg SRC2 recr: -3; TR-FRET SRC-2 ct: 1478; PPARg SRC-1 ag: 3; PPARg SRC-3 ag: -13
# Entry for N/C(=N\OC(=O)Cc1cccc2ccccc12)c1ccccn1 → bIAP inh: 4; Redox H2O2 prof: 0.1; ROMK primary: 0.32; S1P3 antag: /; bIAP activator: 1; TLR4 MyD88 comp: 6; L major viab: 10; PPARg SRC2 recr: 9; TR-FRET SRC-2 ct: 1524; PPARg SRC-1 ag: 7; PPARg SRC-3 ag: -5

# Other results follow:
SMILES,bIAP inh,Redox H2O2 prof,ROMK primary,S1P3 antag,bIAP activator,TLR4 MyD88 comp,L major viab,PPARg SRC2 recr,TR-FRET SRC-2 ct,PPARg SRC-1 ag,PPARg SRC-3 ag
COc1cccc(/C=N/n2c(-c3cccs3)n[nH]c2=S)c1,20,-5.2,/,/,0.8,7,-8,0,1596,7,-6
CCC/C(=N/NC(=O)c1cccc(Cl)c1)c1ccccc1,-9,0.4,-0.34,-3,1.1,6,31,4,1571,9,2
CCOC(=O)N1CCN(C(=O)CN(Cc2ccc(Cl)cc2)S(=O)(=O)c2ccc(C)cc2)CC1,-6,0.3,-1.4,/,1.1,6,93*,11,1478,-2,0
COc1cc(C(=O)NCC(=O)N/N=C(/C)c2ccc3c(c2)CCCC3)cc(OC)c1OC,0,-0.7,-1.2,5,1,5,1,3,1619,10,2
CCN(CC)CCN1C(=O)C(=O)/C(=C(/O)c2ccc(Cl)cc2)C1c1ccncc1 (stereo not drawn),10,0.4,-0.78,1,0.9,16,3,3,1466,-1,-4
N#C/C(=C\c1cn(Cc2cccc(F)c2)c2ccccc12)C(=O)NCc1ccco1,-3,0.7,/,-8,1,6,38,-1,1569,-3,0
Cn1c(N)c(C(=O)CCl)c(=O)n(C)c1=O,5,0.3,0.41,/,1,-16,14,5,1484,7,-2
CN1/C(=C\C(=O)COC(=O)c2ccco2)C(C)(C)c2ccccc21,9,-2.6,-0.025,1,0.9,-16,13,4,1659,2,-1
COc1cccc(/C=N/n2c(-c3ccco3)nc3ccccc3c2=O)c1OC,-1,-0.6,-0.021,3,1,8,17,5,1624,14,6
Cc1cc(OC(=O)N2CCCCC2)cc(C)c1Cl,6,0.2,-0.39,8,0.9,10,-3,2,1547,-2,0
Cc1cc(Cl)ccc1NC(=S)NCc1ccco1,-21,0.1,/,-5,1.2,-3,2,4,1558,3,3
O=C(O)c1cc(-c2cccs2)nn1-c1ccccc1,-13,-1.6,-0.99,3,1.1,-7,-5,5,1685,7,7
O=C(NC1CCCCCC1)C(=S)NC1CCCCC1,-18,-0.1,-0.0019,-14,1.2,10,-4,2,1447,-3,0
Cc1ccc(-c2ccccc2NC(=O)C2C3C=CC(C3)C2C(=O)O)o1 (stereo not drawn),6,2.0,0.0094,/,0.9,6,-3,1,1611,16,10
Cc1ccccc1NC(=S)NCCc1ccccc1,-4,-0.3,-1.2,1,1,1,0,11,1462,8,1
O=P(O)(O)C(O)C(F)(F)C(F)(F)C(F)(F)C(F)F (stereo not drawn),11,1.5,/,-12,0.9,-9,-7,12,1425,-4,1
O=C(c1ccccn1)N1CCN(S(=O)(=O)c2ccc3ccccc3c2)CC1,-2,-0.2,-0.01,-19,1,-7,-3,-6,1448,0,-6
Cc1ccn2cc(C(=O)NC3CCN(Cc4ccccc4)CC3)nc2c1,-4,2.4,0.4,-40,1,9,5,12,1537,7,6
O=S(=O)(c1ccccc1)C1CON(Cc2ccccc2)C1c1ccccc1 (stereo not drawn),1,-0.3,-0.8,4,1,-5,16,9,1731,11,-2

# Assay outcomes (PubChem)
